Screening results: PubChem BioAssay, National Center for Advancing Translational Sciences (NCATS)
L3MBTL1 inh: qHTS Assay for the Inhibitors of L3MBTL1 | Potency, µM (doses to about 57.1 µM), inactives show top-dose activity, negative = inhibition, most hits filed as inhibitors | Lethal(3)malignant brain tumor-like protein 1 (Homo sapiens), Q9Y468 | 230,000 compounds, 0.66% hits | AlphaScreen L3MBTL1–H3K9me1 peptide binding; note: nearly all actives have a fitted effect of over 60% in size
Target sequence (Q9Y468 whole entry, looked up): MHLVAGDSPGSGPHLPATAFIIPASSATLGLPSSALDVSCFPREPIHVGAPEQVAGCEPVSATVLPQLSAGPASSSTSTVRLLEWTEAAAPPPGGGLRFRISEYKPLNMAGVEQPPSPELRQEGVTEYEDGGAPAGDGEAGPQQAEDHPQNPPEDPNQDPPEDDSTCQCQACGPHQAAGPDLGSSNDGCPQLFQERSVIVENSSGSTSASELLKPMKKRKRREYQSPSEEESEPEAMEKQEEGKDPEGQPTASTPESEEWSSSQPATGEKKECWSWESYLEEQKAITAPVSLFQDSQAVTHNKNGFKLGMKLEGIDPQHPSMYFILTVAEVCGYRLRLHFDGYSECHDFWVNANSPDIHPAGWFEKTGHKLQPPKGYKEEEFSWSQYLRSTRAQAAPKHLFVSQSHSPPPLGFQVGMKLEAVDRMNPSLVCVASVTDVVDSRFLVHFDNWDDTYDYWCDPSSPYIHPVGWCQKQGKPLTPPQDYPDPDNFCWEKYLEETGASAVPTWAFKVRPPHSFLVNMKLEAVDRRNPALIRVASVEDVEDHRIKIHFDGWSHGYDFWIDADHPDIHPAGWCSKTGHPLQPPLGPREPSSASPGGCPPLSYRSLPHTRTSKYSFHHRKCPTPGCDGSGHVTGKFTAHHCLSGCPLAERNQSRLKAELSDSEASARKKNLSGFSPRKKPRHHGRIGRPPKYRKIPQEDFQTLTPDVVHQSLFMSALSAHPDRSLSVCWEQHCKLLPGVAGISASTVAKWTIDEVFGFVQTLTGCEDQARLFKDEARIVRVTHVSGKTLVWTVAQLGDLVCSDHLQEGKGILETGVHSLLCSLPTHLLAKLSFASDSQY
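AlphaScreen proximity signal between nickel-chelate acceptor and streptavidin donor beads (final 10 ug/mL) reports binding of 50 nM L3MBTL1 to 75 nM biotin-H3 K9me1 peptide; complex incubated with compounds 30 min at room temperature; cefsulodin titration as control.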
Tau ThT inhib: qHTS for Inhibitors of Tau Fibril Formation, Thioflavin T Binding; Microtubule-associated protein tau (Homo sapiens), P10636; recombinant tau K18 P301L (four-repeat tau fragment), heparin-induced fibrillization, ThT fluorescence; Potency, µM (titrated, usually from 57.4 µM), inactives show at the top dose activity, negative = inhibition, usual class: inhibitors; 270,000 compounds, 2.1% hits; AID 1460, 2008; note: nearly all actives have a fitted effect of over 55% in size
Target sequence (P10636 561-689 P618L limits assumed): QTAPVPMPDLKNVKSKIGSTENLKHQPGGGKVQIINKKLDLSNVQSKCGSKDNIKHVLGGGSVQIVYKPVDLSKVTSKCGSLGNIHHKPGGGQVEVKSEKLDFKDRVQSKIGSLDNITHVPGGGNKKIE
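K18 P301L tau (15 uM + 0.24 uM Alexa 594-tagged), heparin 20 uM, NaOAc pH 7, 6 h 37 C; ThT 30 uM, 1 h RT, ex 450/em 510 nm.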
TRb-SRC2 inh: qHTS for Inhibitors of the Interaction of Thyroid Hormone Receptor and Steroid Receptor Coregulator 2; Thyroid hormone receptor beta (Homo sapiens), P10828; TRbeta-SRC2 peptide binding, fluorescence polarization; receptor liganded with 1 µM T3; Potency, µM (series often up to 106 µM), for inactives: at the top dose activity change, negative = inhibition, actives largely listed as inhibitors; 280,000 compounds, 0.065% hits; AID 1469, 2008;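 note: plate controls were bound peptide for no effect and peptide without receptor for full effect; nearly all actives have a fitted effect of over 50% in size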
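Fluorescence polarization of 20 nM Texas Red SRC2 peptide (20-aa NR interaction domain) bound to 0.6 uM human TRb ligand-binding domain, with 1 uM T3, after 5 hr at ambient temperature; inhibition seen as decreased polarization.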
JMJD2E inh: qHTS Assay for Inhibitors of Human Jumonji Domain Containing 2E (JMJD2E). Lysine-specific demethylase 4E (Homo sapiens), B2RXH2. JMJD2E catalytic domain, FDH-coupled NADH fluorescence (FDH is formaldehyde dehydrogenase). Potency, µM (highest dose often 57.1 µM), for the others: at the top dose activity change, negative = inhibition, hits mostly inhibitors. 230,000 compounds, 1.6% hits. AID 2147, 2009; active = well fitted inhibition curve with a large enough effect, not every such curve was filed as active; inconclusive = small, poorly fitted or top-dose-only effect, or another doubt; inactive = no such curve, though single readings can be large or run the other way;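 note: 0% = wells with enzyme and -100% = buffer wells without enzyme; nearly all actives have a fitted effect of over 50% in size; many of its hits are not listed in these tables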
GoLoco inh red: qHTS Assay for Inhibitors of RGS12 GoLoco Motif Activity (Red Fluorophore) | Gai1:RGS12 GoLoco peptide FP, rhodamine, 10 min | Potency, µM (doses to about 61.6 µM), without a hit: at the highest dose activity, negative = inhibition, usual class: inhibitors | 230,000 compounds, 0.44% hits; active = well fitted inhibition curve with a large enough effect, not every such curve was filed as active; inactive = no such curve, though single readings can be large or run the other way; note: nearly all actives have a fitted effect of over 30% in size; many of its hits are not listed in these tables
TexasRed fluor: Total Fluorescence Counterscreen for Inhibitors of the Interaction of Thyroid Hormone Receptor and Steroid Receptor Coregulator 2 | AID 1479, 2009 | 280,000 compounds, 0.29% hits | Potency, µM (titrated, usually from 106 µM), for the others: at the top dose fluorescence change, negative = quenching | TRb/SRC2 Texas Red total fluorescence interference; active = well fitted curve in either direction with a large enough effect; inconclusive = small, poorly fitted or top-dose-only effect
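Human TRb ligand-binding domain at 0.6 uM with 20 nM Texas Red SRC2 peptide in Tris buffer containing 1 uM T3 and 5% DMSO, incubated with compound 5 h at ambient temperature. Total fluorescence (555/632 nm) calculated as parallel + 2 × perpendicular.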
RECQ1 inh: qHTS Assay for Inhibitors of RecQ-Like Dna Helicase 1 (RECQ1) | Potency, µM (top dose mostly 57.3 µM), without a hit: at the highest dose activity, negative = inhibition, actives largely listed as inhibitors | 240,000 compounds, 0.54% hits | ATP-dependent DNA helicase Q1 (Homo sapiens), P46063 | RECQ1 DNA unwinding, red fluorescence kinetic read;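 note: plate controls were vehicle for no effect and no enzyme for full effect; nearly all actives have a fitted effect of over 30% in size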
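50 nM RECQ1T1 preincubated 15 min with compound in Tris pH 8.0 buffer with MgCl2, DTT, Tween-20 and 2.5 ug/ml poly(dI-dC); started with 200 nM TAMRA/BHQ-2 forked duplex and 2 mM ATP. Unwinding read as fluorescence (525/598 nm), two reads 2 h apart.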
Tau FP inhib: qHTS for Inhibitors of Tau Fibril Formation, Fluorescence Polarization | Microtubule-associated protein tau (Homo sapiens), P10636 | K18 P301L tau heparin fibrillization, Alexa594 FP, 6 h | Potency, µM (doses to about 57.7 µM), for inactives: at the highest dose activity, negative = inhibition, actives largely listed as inhibitors | 280,000 compounds, 0.39% hits | AID 1468, 2008; note: nearly all actives have a fitted effect of over 55% in size
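Human K18 P301L fragment (15 uM unlabeled plus 0.24 uM Alexa 594-labeled) in 100 mM sodium acetate pH 7 with compound, aggregation induced by 20 uM heparin for 6 hr at 37 C. ThT (30 uM) added for 1 hr, then Alexa 594 FP read.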
Active calls of the source: *; i = inactive; ? = inconclusive; · = no result given; & = joins results of further samples; [ ] = dose if it differs, or a comment. Unless noted, calls come from the whole dose curve; as a rule, active = well fitted curve in the direction sought with a large enough effect; inconclusive = small, poorly fitted or top-dose-only effect, or another doubt; inactive = no such curve, though single readings can be large; an effect the other way counts as inactive or inconclusive. Unless noted, % is set by controls: 0 for no effect and ±100 for the full control effect; potency is the fitted concentration of half-maximal effect.

Sample of the layout (8 entries):
Results follow in this order: L3MBTL1 inh, Tau ThT inhib, TRb-SRC2 inh, JMJD2E inh, GoLoco inh red, TexasRed fluor, RECQ1 inh, Tau FP inhib
> Cc1ccc(N(C)C(=O)C2CCCN2S(=O)(=O)c2cccc3nsnc23)cc1 (stereo not given)
    ·, ·, 0%, 2%, 2%, -1%, -9%, 0%[0.0958 µM]
> O=c1c(-c2cc(-c3ccccc3)nc3c2COc2ccc(Cl)cc2-3)coc2ccccc12
    ·, -2%, 2%, ·, ·, ?, ·, -8%
> CCCCCCn1c(C(C)O)nc2ccccc21 (stereo not given)
    ·, -6%, -2%, 1%, 7%, 0%, i, 2%
> Cc1ccccc1NC(=O)Cn1c(=O)n(Cc2ccc3c(c2)OCO3)c(=O)c2ccc(C(=O)NC3CCCCC3)cc21
    ·, 4%, -4%, ·, ·, 0%, ·, ?
> COc1ccc(C(=O)Nc2ccc3nc(C)sc3c2)cc1OC
    ·, ?, -6%, 3%, -1%, -5%, -5%, 2%
> CCn1c(=O)c2cc(C(=O)NC3CCC(C)CC3)sc2c2ccccc21 (stereo not given)
    ·, -7%, -2%, ·, ·, -2%, ·, -12%
> CCOc1ccccc1NC(=S)N(CCCN1CCOCC1)Cc1cn(C)c2ccccc12
    -3%, -15%, 4%, -4%, 8%, -1%, -3%, -2%
> COc1ccc(-c2noc(-c3ccc(NCc4cccnc4)c([N+](=O)[O-])c3)n2)cc1
    ·, 4%, 5%, ·, ·, -2%, ·, -15%

The list itself, from the first entry:
Results follow in this order: L3MBTL1 inh, Tau ThT inhib, TRb-SRC2 inh, JMJD2E inh, GoLoco inh red, TexasRed fluor, RECQ1 inh, Tau FP inhib
> Cc1ccc(N(C)C(=O)C2CCCN2S(=O)(=O)c2cccc3nsnc23)cc1 (stereo not given)
    ·, ·, 0%, 2%, 2%, -1%, -9%, 0%[0.0958 µM]
> O=c1c(-c2cc(-c3ccccc3)nc3c2COc2ccc(Cl)cc2-3)coc2ccccc12
    ·, -2%, 2%, ·, ·, ?, ·, -8%
> CCCCCCn1c(C(C)O)nc2ccccc21 (stereo not given)
    ·, -6%, -2%, 1%, 7%, 0%, i, 2%
> Cc1ccccc1NC(=O)Cn1c(=O)n(Cc2ccc3c(c2)OCO3)c(=O)c2ccc(C(=O)NC3CCCCC3)cc21
    ·, 4%, -4%, ·, ·, 0%, ·, ?
> COc1ccc(C(=O)Nc2ccc3nc(C)sc3c2)cc1OC
    ·, ?, -6%, 3%, -1%, -5%, -5%, 2%
> CCn1c(=O)c2cc(C(=O)NC3CCC(C)CC3)sc2c2ccccc21 (stereo not given)
    ·, -7%, -2%, ·, ·, -2%, ·, -12%
> CCOc1ccccc1NC(=S)N(CCCN1CCOCC1)Cc1cn(C)c2ccccc12
    -3%, -15%, 4%, -4%, 8%, -1%, -3%, -2%
> COc1ccc(-c2noc(-c3ccc(NCc4cccnc4)c([N+](=O)[O-])c3)n2)cc1
    ·, 4%, 5%, ·, ·, -2%, ·, -15%
> CCCC(=O)c1cc(F)c(N2CCN(CCC#N)CC2)cc1C
    2%, -15%, 1%, 4%, -5%, 1%, -11%, -2%
> O=C(Nc1ccccc1)c1ccc(NCCN2C(=O)CCC2=O)c([N+](=O)[O-])c1
    -3%, -1%, 1%, 5%, 5%, -1%, i, 2%
> O=C(NCc1ccc2c(c1)CCN2C(=O)c1ccncc1)c1cccc(Cl)c1
    ·, -1%, -7%, ·, ·, 2%, ·, -3%
> Clc1ccc(/C=N\Nc2ccccc2)cc1
    ·, ?, -5%, 3%, 4%, -3%, i, 7%
> CCc1ccc(NC(=O)N2CCC(c3ccccc3)C2)cc1 (stereo not given)
    ·, ?, -7%, 4%, -10%, 0%, i, -3%
> CC1(c2ccc(Cl)c(Cl)c2)NC(=S)N2C1NC(=S)N2c1ccccc1 (stereo not given)
    -6%, ?, -2%, 4%, 4%, -1%, i, 7%
> O=C(CN1CCc2ccccc21)Nc1ccc2c(c1)OCO2
    ·, ?, -2%, -17%, 13%, 8%, i, 11%
> O=S(=O)(NCCNS(=O)(=O)c1cccs1)c1cccs1
    9%, 7%, -1%, -1%, 9%, 0%, -6%, 2%
> CC1CN(c2nnc(-c3ccccc3)c3ccccc23)CC(C)O1 (stereo not given)
    3%, -5%, -3%, -9%, -2%, 0%, 9%, 3%
> CC(C)(C)Cc1nnc(NC(=O)c2cc(-c3ccccc3)nc3ccccc23)s1
    ·, -3%, 1%, -6%, 38%[activator], -9%, i, -9%
> Cc1cc2ncc(-c3ccc(Cl)cc3)c(N)n2n1
    8%, 1%, -27%, -17%, -10%, 0%, i, -2%
> Cc1ccc(N2C(=O)CS(=O)(=O)C23C(=O)Nc2ccccc23)cc1C (stereo not given)
    ·, -2%, 7%, ·, ·, 3%, ·, -9%
> Cc1cccc(NC(=S)NC(C)C(c2cccs2)N2CCN(C)CC2)c1C (stereo not given)
    ·, ·, 3%, 0%, 0%, -1%, i, 2%
> COc1ccc(-c2cc(C(=O)NCCc3ccc(S(N)(=O)=O)cc3)c3ccccc3n2)cc1
    -21%, 4%, 9%, ?, 95%[activator], 3%, -28%, 7%
> CCNc1nc(NCC)nc(OCCOC(C)=O)n1
    ?, 7%, 3%, -8%, -1%, -5%, -5%, 1%
> O=C1CCNc2c(Cl)cc(Cl)cc21
    42%[activator], 5%, 1%, -4%, 8%, -5%, -9%, -2%
> CCS(=O)(=O)Nc1cccc(C2=NN(S(=O)(=O)c3ccccc3)C(c3cccs3)C2)c1 (stereo not given)
    -9%, -7%, 12%, 3%, 59%[activator], -1%, -13%, -12%
> O=C(Cc1cccs1)N1CCC(c2nc3c(nnn3Cc3ccc(F)cc3)c(=O)[nH]2)CC1
    2%, -5%, -13%, 2%, -1%, 0%, -7%, 3%
> Cc1ccn2c(CNCCCn3cccn3)c(C(=O)N3CCCCCC3)nc2c1
    4%, -11%, -1%, ?, 7%, -6%, i, 4%
> C/C(=N/NC(=O)CNC(=O)c1ccc2c(c1)OCO2)c1ccc2c(c1)CCCC2
    ·, ?, -4%, 10%, -9%, 0%, i, 8%
> COc1ccc(CCn2c(=N)c(C(=O)N3CCN(C)CC3)cc3c(=O)n4ccccc4nc32)cc1
    -1%, ?, -3%, ?, 23%, -4%, -2%, 3%
> CCCCCCCC(=O)OC[C@H](CO)OC(=O)CCCCCCC
    ·, 0%&-8%, 2%&0%, 4%, 14%&4%, -2%&0%, -12%, 2%&-3%
> CC(C)(C)c1cc(C(=O)NNc2cc(C(F)(F)F)ccc2Cl)n(Cc2ccccc2)n1
    10%, -5%, 3%, 6%, 3%, 0%, -20%, ?
> Cc1csc(=Nc2c(C)n(C)n(-c3ccccc3)c2=O)n1-c1ccccc1
    ·, -1%, -2%, 1%, 0%, -1%, i, -3%
> CCOC(=O)CCn1nc(-c2ccccc2)cc1N
    3%, -22%, -2%, 5%, 7%, -2%, -3%, -3%
> CCOC(=O)c1cnc(-c2cccc(OC)c2)[nH]c1=O
    2%, -4%, 3%, ?, 1%, -1%, 1%, 9%
> C=CCNC(=S)NNC(=O)c1ccc2c(c1)OCO2
    -4%, -1%, 1%, 2%, -3%, -4%, -12%, 2%
> COc1ccc(CCNC(=O)C2CC(c3ccc([N+](=O)[O-])cc3)=NO2)cc1 (stereo not given)
    6%, ?, 1%, 1%, -2%, 0%, i, 3%
> CCOC(=O)CSc1nnc(CNc2nc(-c3ccccc3)cs2)n1C
    -6%, ?, 5%, 7%, 7%, 2%, -11%, -4%
> COc1cccc(C(=O)Nc2cc(NC(=O)c3ccco3)ccc2OC)c1
    -11%[11.4 µM], -12%, 6%, -4%, 0%, 1%, -10%, 2%
> CCNC(=O)/C(=C/c1cccc([N+](=O)[O-])c1)NC(=O)c1ccc(C)cc1
    10%, 1%, 5%, 7%, 1%, -1%, 0%, -8%
> COC/C=C/C1=CC2=CC(=O)C(C)(O)C(=O)C2=CO1 (stereo not given)
    ·, 9%, -6%, 3%, 1%, -3%, 11%, 1%
> CCCCC(CC(C)O)c1n[nH]c(=S)n1-c1ccccc1 (stereo not given)
    -3%, 3%, -2%, -1%, 3%, 1%, -5%, 2%
> COc1ccccc1N1CCN(S(=O)(=O)CCNC(=O)C(c2ccccc2)c2ccccc2)CC1
    ·, -5%, -7%, ·, ·, -8%, ·, 9%
> COc1ccc(NC(=O)CSC2=Nc3ccccc3C3=NC(CC(=O)NCc4ccccc4OC)C(=O)N23)cc1Cl (stereo not given)
    ·, -16%, -7%, ·, ·, 1%, ·, -14%
> C=CCc1c(C)nc(SC)nc1Nc1ccc(C(C)=O)cc1
    19%, ?, -3%, ?, -11%, -6%, -12%, -10%
> Cc1ccc2nc(-c3ccc(NC(=O)CSc4nccc(=O)[nH]4)cc3)sc2c1
    0%, -10%, 4%, ?, 26%, -3%, i, -13%
> NC(=O)COC(=O)[C@@H]1CC(O)CN1S(=O)(=O)c1ccc2c(c1)OCCO2 (stereo not given in full)
    ·, -3%, -4%, 0%, -2%, 1%, 12%, -7%
> CC1(C)CC(=O)C(N=Nc2ccc(Br)cc2)=C(O)C1
    -10%, -23%, 15%, 1%, 6%, 0%, -6%, -9%
> CC1CCCC(NC(=O)CCC(=O)c2ccc(F)cc2)C1C (stereo not given)
    -10%, -4%, 8%, -4%, 60%[activator], 2%, -5%, 0%
> CCCCCCC(=O)c1c(C)[nH]c(C(=O)OCC)c1C
    -4%, -10%, 1%, -2%, 7%, -2%, -13%, 3%

Only part of the results is shown (hit frequency here may not be typical).
